# GLD-1 RNA inh = GLD-1-TGE RNA interaction inhibition (C. elegans); Q17339; purified GLD-1 + fluorescein TGE RNA, fluorescence polarization; inhibition, % at 5.96 µM; 320,000 tested, 0.44% active;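 active = percent inhibition above a per-plate cutoff, the plate mean of test compounds plus 3 SD, cut at about 30% in these data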;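 also: 0% = DMSO wells with GLD-1 and probe and 100% = wells lacking GLD-1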
# Target sequence (Q17339 whole entry, looked up): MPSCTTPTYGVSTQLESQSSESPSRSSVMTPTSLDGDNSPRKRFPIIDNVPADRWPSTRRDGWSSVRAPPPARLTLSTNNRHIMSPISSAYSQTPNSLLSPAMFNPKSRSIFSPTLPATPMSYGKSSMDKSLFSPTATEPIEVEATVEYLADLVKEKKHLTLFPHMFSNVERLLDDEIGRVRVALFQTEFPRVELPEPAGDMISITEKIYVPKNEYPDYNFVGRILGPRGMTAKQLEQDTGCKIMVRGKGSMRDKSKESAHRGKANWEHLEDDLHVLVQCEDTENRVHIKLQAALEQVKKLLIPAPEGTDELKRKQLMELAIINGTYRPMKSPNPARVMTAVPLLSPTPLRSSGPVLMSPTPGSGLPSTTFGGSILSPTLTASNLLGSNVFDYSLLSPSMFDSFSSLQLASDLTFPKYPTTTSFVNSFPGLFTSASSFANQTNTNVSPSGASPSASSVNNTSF
# CR mimetic SO = lowers age-related superoxide in aged yeast cells | S. cerevisiae aged cells, superoxide DHE fluorescence; stronger effect = lower value | superoxide response (% of plate mean), % at 10 µM | 330,000 tested, 0.18% active;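 active = superoxide response under a set limit, about three screen SD below normal, cut at about 65% in these data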;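 also: yeast aged for seven days with compound at 30 °C before DHE staining; 100% = average MFI of all compound-treated wells on the plate with controls excluded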
# Fam108B counter = Fam108B inhibition, counter-screen for RBBP9 inhibitors; recombinant Fam108B, FP-Rh probe fluorescence polarization; inhibition, % at 9.51 µM; 300,000 tested, 0.33% active; AID 1947;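 active = inhibition above the screen mean inhibition plus 3 SD, computed separately per campaign, cut at about 18% in these data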;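 also: inhibitors lower polarization as less probe binds the enzyme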
# MCL1-BIM inh = MCL1-BIM-BH3 interaction inhibition (human); Q07820; GST-MCL1 / FITC-Bim-BH3 fluorescence polarization; inhibition, % at 10.9 µM; 320,000 tested, 0.68% active;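 active = inhibition above the mean inhibition of all tested compounds plus 3 SD, set per campaign, cut at about 40% in these data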;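 also: 0% = DMSO wells and 100% = unlabeled Bim-BH3 peptide control; higher means more loss of mP so more displacement of Bim peptide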
# EBNA-1 inhibitor = blocks EBNA-1 binding to DNA; EBNA-1 DNA binding, fluorescence polarization; inhibition, % at 14.8 µM; 300,000 tested, 0.34% active; AID 1950; in the data active = inhibition above about 28%
# ZTA counter = blocks Epstein-Barr virus ZTA, an EBNA-1 counter-screen; ZTA-DNA binding, fluorescence polarization; inhibition, % at 11 µM; 320,000 tested, 0.15% active; in the data active = inhibition above about 33%
# Target sequence (P03206 whole entry, looked up): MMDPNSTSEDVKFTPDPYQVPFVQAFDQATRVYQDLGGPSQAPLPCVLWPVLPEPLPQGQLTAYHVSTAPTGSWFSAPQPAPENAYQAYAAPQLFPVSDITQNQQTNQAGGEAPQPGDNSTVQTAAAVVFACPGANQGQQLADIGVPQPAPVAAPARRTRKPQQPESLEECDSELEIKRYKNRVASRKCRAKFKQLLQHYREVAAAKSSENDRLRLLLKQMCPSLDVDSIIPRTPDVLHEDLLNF
# BCLXL inh = inhibitors of human Bcl-xL | AID 2129 | GST-Bcl-xL / FITC-Bim BH3 peptide fluorescence polarization | 320,000 tested, 0.7% active | inhibition, % at 10.9 µM;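 active = inhibition above the mean of all tested compounds plus 3 SD, cutoff set per campaign, cut at about 30% in these data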;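 also: 0% = DMSO wells and 100% = unlabeled Bim-BH3 peptide competitor; inhibitors lower millipolarization by displacing the labeled peptide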
# Target sequence (Q07817 whole entry, looked up): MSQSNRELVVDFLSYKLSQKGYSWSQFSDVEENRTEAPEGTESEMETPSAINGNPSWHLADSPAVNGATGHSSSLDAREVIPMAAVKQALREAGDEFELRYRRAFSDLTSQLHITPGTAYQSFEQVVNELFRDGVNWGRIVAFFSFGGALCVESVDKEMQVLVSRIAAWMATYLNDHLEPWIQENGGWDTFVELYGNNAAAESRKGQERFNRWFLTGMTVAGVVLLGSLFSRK
# Efflux pump inh = antifungal efflux pump inhibition, Nile Red retention. 330,000 tested, 0.44% active. inhibition, % at 10 µM. S. cerevisiae Candida pump triplex;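 active = plate passing quality check with inhibition over a set limit, or well fluorescence over plate mean plus 4 SD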;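 also: Nile Red retained in pooled yeast measured as flow cytometry median fluorescence; 0% = buffer negative control and 100% = Enniatin B positive control; higher means more Nile Red kept so more efflux inhibition; some compounds called inactive have numbers as strong as hits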
# MEX-5 binding = C. elegans MEX-5 TCR-2 RNA binding activity. Q9XUB2. MEX-5/FITC-TCR2 RNA binding, fluorescence polarization; stronger effect = lower value. activity score (negative = inhibition of binding), % at 10 µM. 300,000 tested, 0.38% active. AID 1832;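 active = inhibition past about -25% in most replicates, and total fluorescence under double the plate's negative control median, limit read from the data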;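 also: 0% = DMSO and -100% = 5 µM competing unlabeled TCR2 RNA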
# * marks the source's active call; other numbers are inactive results; / = no result given. Not a hit list; any-hit rate near 2.3%.
item	structure	GLD-1 RNA inh	CR mimetic SO	Fam108B counter	MCL1-BIM inh	EBNA-1 inhibitor	ZTA counter	BCLXL inh	Efflux pump inh	MEX-5 binding
1	O=C(NCC(=O)N1CCCCCCC1)c1ccc(Cl)cc1	3	158	/	3	/	5	8	0.0	/
2	Cc1csc(C(=O)O)c1-c1c(C)csc1C(=O)O	1	103	4	-3	-9	-7	-1	0.1	0.4
3	COc1cccc(NC(=O)CN(C)C(=O)c2cc3c(s2)CCCC3)c1	4	90	/	-5	/	7	0	-0.2	/
4	COc1ccccc1NS(=O)(=O)c1cc(NC(=O)CNC(=O)c2ccccc2)ccc1C	6	103	-4	5	7	9	4	-0.1	0.0
5	O=C(Nc1ccc([N+](=O)[O-])cn1)C1CCCCC1	-1	106	3	11	-7	-14	6	0.1	0.7
6	C=C(C)Cn1c(=O)c2c(nc3n2CCN3c2cccc(Cl)c2C)n(C)c1=O	3	105	-2	-3	-2	-18	2	0.1	/
7	OC(COCCC12CC3CC(CC(C3)C1)C2)CN1CCCCC1 (configuration not stated)	4	105	1	0	-10	3	-1	0.2	1.4
8	CN(CCNC(=O)c1ccc(/C=N/O)nc1)Cc1ccccc1	-2	92	4	1	1	2	6	-0.2	-3.0
9	CCC(CO)N=CC1=C(O)CC(c2ccccc2)CC1=O (configuration not stated)	2	96	2	3	-1	14	1	-0.2	0.5
10	COc1ccc(Cl)cc1NC(=S)NCCSc1ccc(C)cc1	7	107	-25	14	3	4	6	0.0	0.1

# In another format: two of the compounds above.
3: COc1cccc(NC(=O)CN(C)C(=O)c2cc3c(s2)CCCC3)c1
- GLD-1 RNA inh: 4
- CR mimetic SO: 90
- Fam108B counter: /
- MCL1-BIM inh: -5
- EBNA-1 inhibitor: /
- ZTA counter: 7
- BCLXL inh: 0
- Efflux pump inh: -0.2
- MEX-5 binding: /
4: COc1ccccc1NS(=O)(=O)c1cc(NC(=O)CNC(=O)c2ccccc2)ccc1C
- GLD-1 RNA inh: 6
- CR mimetic SO: 103
- Fam108B counter: -4
- MCL1-BIM inh: 5
- EBNA-1 inhibitor: 7
- ZTA counter: 9
- BCLXL inh: 4
- Efflux pump inh: -0.1
- MEX-5 binding: 0.0

# (cont.)
item	structure	GLD-1 RNA inh	CR mimetic SO	Fam108B counter	MCL1-BIM inh	EBNA-1 inhibitor	ZTA counter	BCLXL inh	Efflux pump inh	MEX-5 binding
11	COc1ccc(CN(C)C(=O)c2ccccc2Sc2ccccc2C#N)cc1OC	0	102	2	8	4	13	3	0.3	0.5
12	O=C(CSc1nc2ccccc2o1)NC(=O)NCc1ccccc1	2	121	-7	-4	-6	-1	-4	0.1	-1.3
13	Cc1ccccc1S(=O)(=O)Nc1ncnc2sccc12	0	136	/	4	/	-9	5	0.3	/
14	Cc1cc(C)c(NC(=O)CS(=O)CC(=O)NC2CCCc3ccccc32)c(C)c1 (configuration not stated)	3	105	-2	0	9	8	3	-0.1	-2.5
15	COCc1cc(C)nc(Nc2cc(C)ccc2C)c1C#N	5	102	0	3	3	0	0	-0.1	-0.9
16	CCCN(CC(=O)Nc1ccccc1C)C(=O)c1ccc(S(=O)(=O)N2CCCC2)cc1	2	82	2	-1	-8	5	4	0.0	2.1
17	COc1ccc(Cn2nnnc2C(C(C)C)N2CCN(c3ccccc3OC)CC2)cc1 (configuration not stated)	1	83	-4	-9	9	5	2	0.0	2.0
18	C#C[C@]1(O)CC[C@H]2[C@@H]3CCc4cc(OC)ccc4[C@H]3CC[C@@]21C	8	99	-2	-1	2	-4	3	-0.1	2.8
19	Cc1cc(N)c(-n2cc3c(=O)n(C)c(=O)n(C)c3c2)cc1C	4	109	-3	4	-10	-7	7	0.1	-1.1
20	O=C(CSCc1ccccc1)N1CCN(Cc2ccc3c(c2)OCO3)CC1	2	89	0	5	5	9	1	0.0	0.1
21	CC1(c2nnc(-c3ccc(F)cc3)o2)CC(c2ccc([N+](=O)[O-])cc2)=NO1 (configuration not stated)	5	95	0	5	1	-20	4	-0.2	2.4
22	CCCCn1c(SCC(N)=O)nc2sc3c(c2c1=O)CCC3	1	101	4	18	3	-10	8	-0.1	-0.9
23	CCN1CCN(Cc2nc3ccc([N+](=O)[O-])cc3c(=O)n2-c2ccc(OC)cc2OC)CC1	-3	106	2	-5	-14	-1	-3	0.5	2.0
24	CC(=O)Nc1ccc(S(=O)(=O)N(C)CCOCc2ccccc2)cc1	-4	107	-2	-2	3	1	3	0.0	-1.6
25	O=C(COC(=O)CCOc1ccccc1)Nc1cc(S(=O)(=O)N2CCCCC2)ccc1Cl	5	103	-2	-6	6	-7	-3	-0.1	-0.7
26	Cc1cc(C)n(C(=O)CNC(=O)c2ccccc2F)n1	6	139	-5	-1	5	-5	5	-0.1	2.6
27	CC(=O)Nc1sc2c(c1C(c1ccccc1)N1CCOCC1)CCCC2 (configuration not stated)	6	98	1	8	-1	-15	6	0.0	-1.7
28	CN1CC(=O)N(CC(=O)Nc2ccc3c(c2)CCC3)C1=O	3	103	3	-10	-1	-1	-10	0.0	-1.2
29	O=C(NCCN1CCCC1)c1cccc(Cl)c1	1	96	5	7	0	-19	-2	-0.1	-0.9
30	Cc1nc2cc(NS(=O)(=O)c3cccc(F)c3)ccc2s1	1	87	4	2	0	5	10	0.0	1.3
31	CCOC(=O)c1cnc(N2CCOCC2)[nH]c1=O	9	100	-1	9	-1	1	7	0.1	2.1
32	O=C1CC(Nc2ccccc2)C(=O)N1Cc1ccccc1 (configuration not stated)	-3	115	-3	3	-2	-9	4	0.1	-0.3
33	COc1ccc(NC(=O)CNS(=O)(=O)c2ccc(Cl)cc2)cc1OC	0	101	1	6	5	-7	-4	-0.1	0.8
34	Cc1oc(CC(C)C)cc1C(N)=O	-3	114	4	-1	-3	-18	3	0.0	0.5
35	CC(C)n1c(SCC(=O)NC2CC2)nnc1-c1ccco1	5	92	-3	10	5	-1	6	0.0	-1.1
36	COC(=O)c1ccc(CN2C(=O)c3ccccc3C2=O)o1	-6	107	1	-8	0	-10	-4	0.0	-2.0
37	Cc1ccccc1C(=O)NCC(C)NC(=O)c1ccccc1C (configuration not stated)	-1	91	3	-2	1	7	-3	-0.1	0.7
38	CCCC(=O)Nc1ccc(C(=O)N/N=C/c2ccc([N+](=O)[O-])o2)cc1	11	119	7	7	0	-4	3	0.8	-0.4
39	Cc1cc(C)c(NC(=O)C2CCN(C(=O)c3ccco3)CC2)c(C)c1	-3	96	3	2	-7	-11	-1	0.0	-0.5
40	Cc1ccc(-c2nc(SCC(=O)Nc3cc(C)on3)c3c(=O)n(C)c(=O)n(C)c3n2)cc1	3	91	-5	-1	0	9	5	0.3	-1.5
41	O=C(C1CCCN(c2ncnc3c2nc2n3CCCCC2)C1)N1CCCCC1 (configuration not stated)	3	108	-2	0	10	14	6	0.3	2.2
42	CCOC(=O)c1ccc(NC(=O)c2c(N)n(C)c(=O)n(C)c2=O)cc1	-4	100	0	-2	4	7	5	0.0	3.5
43	COc1cccc(CC(NC(C)=O)C(=O)NC2CCN(c3nnnn3-c3ccccc3)CC2)c1 (configuration not stated)	0	101	4	8	3	7	4	-0.2	0.3
44	O=C(Nc1ccc(Cl)cc1C(=O)N1CCCCC1)c1ccco1	-9	113	0	-5	5	6	0	0.1	2.0
45	N/C(=N\OC(=O)c1csnn1)c1ccc(C(F)(F)F)cc1	3	95	-1	2	2	9	5	-0.1	0.0
46	O=C(c1cc2ccccc2s1)N1CCOCC1	2	95	-5	-6	1	-12	0	0.2	-1.6
47	Cc1[nH]c2ccc(F)cc2c1CCN(Cc1cccnc1)C(=S)Nc1ccccc1	8	94	1	7	-7	2	5	0.1	-1.7
48	N#C/C(C(=O)N1CCOCC1)=C1/SC(Cc2ccccc2Cl)C(=O)N1c1ccccc1 (configuration not stated)	-6	100	2	17	4	3	-1	0.0	-0.2
49	COCCN1C(=O)C(=O)/C(=C(/O)c2ccc(C)cc2)C1c1ccccn1 (configuration not stated)	0	90	0	-2	-7	3	6	-0.1	-0.4
50	CC(C)(C)OC(=O)CNC(=O)c1[nH]cnc1C(=O)N[C@@H](Cc1ccccc1)C(=O)OCc1ccccc1	10	105	-18	4	-1	20	9	0.0	0.4
51	COc1cccc(N2CCN(CC(=O)Nc3nnc(-c4ccccc4)s3)CC2)c1	1	103	-1	1	-9	1	3	0.2	2.5
52	COc1ccc(N(CC(O)Cn2nnc3ccccc32)S(=O)(=O)c2ccc(C)cc2)cc1 (configuration not stated)	5	97	0	-6	5	1	4	0.1	0.7
53	COCCN(C(=O)c1csnn1)C(C(=O)NC1CCCCC1)c1ccc(C)cc1 (configuration not stated)	2	106	3	2	1	17	1	-0.1	-0.2
54	CCOc1ccccc1-n1nnnc1SCC(=O)Nc1cc(C)on1	0	101	1	5	8	2	5	-0.1	-1.1
55	C=CCn1c(SCc2ccc(C(=O)Nc3nccs3)cc2)nnc1-c1ccc(C)c(Cl)c1	8	110	-15	-1	-4	6	-6	-9.9	-0.1
56	C/C(=N\NC(=O)NC1CCCCC1)c1ccc(OC(F)F)cc1OC(F)F	2	92	4	2	-5	-15	5	0.0	-1.8
57	CC1CCc2c(sc3ncnc(NCc4cccnc4)c23)C1 (configuration not stated)	-3	96	-1	2	7	-1	7	-0.1	-1.5
58	CCO[C@H]1OC(C(=O)Nc2ccccc2)=C[C@@H](C2CC2)[C@@H]1CCCO	0	101	0	6	9	-10	0	-0.1	-0.3

# Compounds from the list above containing a Cl atom (nine):
item	structure	GLD-1 RNA inh	CR mimetic SO	Fam108B counter	MCL1-BIM inh	EBNA-1 inhibitor	ZTA counter	BCLXL inh	Efflux pump inh	MEX-5 binding
1	O=C(NCC(=O)N1CCCCCCC1)c1ccc(Cl)cc1	3	158	/	3	/	5	8	0.0	/
6	C=C(C)Cn1c(=O)c2c(nc3n2CCN3c2cccc(Cl)c2C)n(C)c1=O	3	105	-2	-3	-2	-18	2	0.1	/
10	COc1ccc(Cl)cc1NC(=S)NCCSc1ccc(C)cc1	7	107	-25	14	3	4	6	0.0	0.1
25	O=C(COC(=O)CCOc1ccccc1)Nc1cc(S(=O)(=O)N2CCCCC2)ccc1Cl	5	103	-2	-6	6	-7	-3	-0.1	-0.7
29	O=C(NCCN1CCCC1)c1cccc(Cl)c1	1	96	5	7	0	-19	-2	-0.1	-0.9
33	COc1ccc(NC(=O)CNS(=O)(=O)c2ccc(Cl)cc2)cc1OC	0	101	1	6	5	-7	-4	-0.1	0.8
44	O=C(Nc1ccc(Cl)cc1C(=O)N1CCCCC1)c1ccco1	-9	113	0	-5	5	6	0	0.1	2.0
48	N#C/C(C(=O)N1CCOCC1)=C1/SC(Cc2ccccc2Cl)C(=O)N1c1ccccc1 (configuration not stated)	-6	100	2	17	4	3	-1	0.0	-0.2
55	C=CCn1c(SCc2ccc(C(=O)Nc3nccs3)cc2)nnc1-c1ccc(C)c(Cl)c1	8	110	-15	-1	-4	6	-6	-9.9	-0.1
